FUS suppressor: qHTS for Suppressors of FUS Proteinopathy: Primary screen using FUS-linked yeast assay. S. cerevisiae FUS-expressing, growth rescue, OD600, 24 h. Potency, µM (doses to about 76.6 µM), without a hit: top-dose growth rescue (activation), hits mostly activators. AID 1347120, 2019. 390,000 tested, 0.24% active;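 note: potency is the fitted concentration of half-maximal effect; plate controls were DMSO vehicle for no effect and reference control for full effect; nearly all actives have a fitted effect of over 55% in size; some results filed as inactive show a strong effect at the top dose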
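FUS-expressing yeast, raffinose-pregrown, induced in 2% galactose minimal medium at OD 0.005; compounds in a dilution series, 24hr at 30C. Growth restoration read as absorbance at 600 nm. CP55940 positive control, DMSO negative.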
pAkt inh: HTS Assay for Inhibitors of Akt Phophorylation: Primary Screen; 360,000 tested, 0.32% active; activity change, % for hits at 50 µM; AID 651550, 2012; Neuro2A IGF-stimulated pAkt S473 HTRF, 20 min; stronger effect = lower value; in the data active = activity change below about -80%; inconclusive = mostly about -51% to -80%; note: % is set by controls: 0 for no effect and ±100 for the full control effect
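Neuro2A cells (4,500/well, DMEM with 0.5% FBS) were treated with compound at a single 50 µM final concentration, stimulated with 6 nM IGF for 20 min at 37 °C, and lysed. Phospho-Akt Ser473 was read by HTRF as 665/615 ratio ×10^4.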
TDP43 rescue: qHTS of TDP-43 Inhibitors. AID 652104, 2013. 410,000 tested, 1.8% active. TDP-43 expressing yeast growth rescue, BacTiter-Glo, 24 h. Potency, µM (highest dose often 46.1 µM), for the others: at the top dose growth rescue (activation), most hits filed as activators; note: potency is the fitted concentration of half-maximal effect; % of control where 0% means no effect; nearly all actives have a fitted effect of over 50% in size
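Luminescence from BacTiter-Glo reports growth of TDP-43-expressing yeast after 24 hr at 30 deg C with compound. Cells were raffinose-pregrown to mid-log, then seeded in galactose medium at OD600=0.02.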
aSyn yeast inh: qHTS of alpha-syn Inhibitors; Yeast expressing alpha-synuclein, growth rescue, BacTiter-Glo, 24 h; Potency, µM (top dose mostly 46.1 µM), for the others: top-dose growth rescue (activation), most hits filed as activators; 370,000 tested, 0.14% active; note: potency is the fitted concentration of half-maximal effect; % of control where 0% means no effect; nearly all actives have a fitted effect of over 65% in size
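Readout is rescue of growth in alpha-synuclein-expressing yeast, so inhibitors of toxicity appear as activators. Growth after 24 hr at 30 deg C in galactose medium is quantified by luminescence.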
PTHR1 agonist: qHTS for PTHR1 Agonists: Primary Screen; Parathyroid hormone/parathyroid hormone-related peptide receptor (Homo sapiens), Q03431; HEK293 GP2 PTHR1 cells, GloSensor cAMP luminescence, 1 h; Potency, µM (doses to about 115 µM), for the others: at the highest dose activation, actives largely listed as activators; 410,000 tested, 0.075% active; AID 743266, 2014; note: potency is the fitted concentration of half-maximal effect; nearly all actives have a fitted effect of over 55% in size; some results filed as inactive show a strong effect at the top dose; inactives centre near -15; many of its hits are not listed in these tables
Target sequence (Q03431 whole entry, looked up): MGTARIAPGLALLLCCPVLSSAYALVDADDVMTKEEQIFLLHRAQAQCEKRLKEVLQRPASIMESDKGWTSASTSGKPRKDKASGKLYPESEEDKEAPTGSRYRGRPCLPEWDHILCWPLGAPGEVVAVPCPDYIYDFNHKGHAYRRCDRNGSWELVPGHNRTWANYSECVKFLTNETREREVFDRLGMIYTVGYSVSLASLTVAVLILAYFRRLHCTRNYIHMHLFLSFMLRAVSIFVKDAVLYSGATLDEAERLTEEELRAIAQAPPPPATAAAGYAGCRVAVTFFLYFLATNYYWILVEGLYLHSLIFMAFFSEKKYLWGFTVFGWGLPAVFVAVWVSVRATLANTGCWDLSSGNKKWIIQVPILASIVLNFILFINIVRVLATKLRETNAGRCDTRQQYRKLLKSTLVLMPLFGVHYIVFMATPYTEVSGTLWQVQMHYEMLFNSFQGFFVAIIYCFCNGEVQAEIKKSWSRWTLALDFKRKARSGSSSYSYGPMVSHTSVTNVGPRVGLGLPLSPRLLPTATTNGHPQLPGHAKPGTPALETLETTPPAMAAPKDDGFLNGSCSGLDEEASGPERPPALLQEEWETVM
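HEK-293-derived GP2 cells expressing PTHR1 and a GloSensor cAMP reporter, 3,000/well, plated overnight, given luciferin plus IBMX (each 0.5 mM as added) for 1 h at 37 °C, then compound for 1 h at 37 °C. Luminescence was read after 15 min at room temperature.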
Abeta rescue: qHTS for compounds that reverse cellular toxicity of Amyloid beta (A-beta) peptide in yeast: Primary Screen | Potency, µM (highest dose often 46.1 µM), for inactives: top-dose growth rescue, most hits filed as activators | 410,000 tested, 0.063% active | yeast expressing A-beta42, growth rescue, OD600, 48 h; response scale: 0% DMSO, 100% iron-clioquinol control; note: potency is the fitted concentration of half-maximal effect; nearly all actives have a fitted effect of over 55% in size
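Yeast growth medium received pinned compounds, then yeast cells expressing toxic A-beta were added; plates incubated at 30 C for 48 hr. Growth read as absorbance at 600 nm, normalized to DMSO and equimolar FeCl3 plus clioquinol controls.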
Mm-Cpn inhibitor: Inhibitors of TCP-1 ring complex (TRiC) of Methanococcus maripaludis (MmCpn): qHTS; Chaperonin Mm-Cpn (Methanococcus maripaludis); purified Mm-Cpn ATPase, ADP Transcreener TR-FRET; Potency, µM (series often up to 76.9 µM), for the others: top-dose activity, negative = inhibition, actives largely listed as inhibitors; 330,000 tested, 0.031% active; note: potency is the fitted concentration of half-maximal effect; % is set by controls: 0 for no effect and ±100 for the full control effect; nearly all actives have a fitted effect of over 80% in size
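TR-FRET (320 nm excitation; 590 and 665 nm emission) reports ADP made from 10 uM ATP by 25 nM enzyme; compounds were preincubated 10 min, reaction run 30 min, both at 37°C.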
HEK293 tox: qHTS of GLP-1 Receptor Inverse Agonists: Cytotox Screen; Potency, µM (series often up to 38.3 µM), without a hit: top-dose activity change, negative = inhibition, hits mostly inhibitors; 410,000 tested, 0.13% active; HEK293 cAMP-luciferase reporter cells, luminescence, 24 h;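 note: loss of luciferase light is scored as toxicity; potency is the fitted concentration of half-maximal effect; % is set by controls: 0 for no effect and ±100 for the full control effect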
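A 23 nL compound transfer followed 12 hours of cell culture at 37 deg C; exposure then lasted 24 hr. Luciferase assay detection reagent was dispensed and plates read for luminescence after a 12 min room-temperature wait.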
GLP-1R inv ag: qHTS of GLP-1 Receptor Inverse Agonists (Inhibition Mode); 410,000 tested, 1.6% active; Glucagon-like peptide 1 receptor (Homo sapiens), P43220; HEK293 GLP-1R CRE-luciferase, luminescence, 24 h; GLP-1R form is constitutively active; Potency, µM (doses to about 38.3 µM), without a hit: at the highest dose activity change, negative = inhibition, actives largely listed as inhibitors; note: potency is the fitted concentration of half-maximal effect; % is set by controls: 0 for no effect and ±100 for the full control effect; nearly all actives have a fitted effect of over 55% in size
Target sequence (P43220 whole entry, looked up): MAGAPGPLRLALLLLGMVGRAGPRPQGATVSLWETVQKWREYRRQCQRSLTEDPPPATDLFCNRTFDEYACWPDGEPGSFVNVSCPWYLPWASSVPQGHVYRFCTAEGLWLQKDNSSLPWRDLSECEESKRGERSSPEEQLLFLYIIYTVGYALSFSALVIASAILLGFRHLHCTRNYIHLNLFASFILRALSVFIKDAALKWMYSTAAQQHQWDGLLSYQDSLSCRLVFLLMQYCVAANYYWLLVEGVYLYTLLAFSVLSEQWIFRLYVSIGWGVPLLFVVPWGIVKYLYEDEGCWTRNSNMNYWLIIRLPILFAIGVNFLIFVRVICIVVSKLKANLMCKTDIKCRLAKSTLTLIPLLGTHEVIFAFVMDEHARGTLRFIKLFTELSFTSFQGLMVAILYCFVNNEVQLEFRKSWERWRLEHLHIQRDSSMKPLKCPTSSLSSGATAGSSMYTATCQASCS
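HEK293 cells stably co-expressing a cAMP-responsive luciferase reporter and constitutively active GLP-1R were seeded, incubated 12 h, then exposed to compounds for 24 h at 37 C. Luminescence was read 12 min after detection reagent; inverse agonists lower signal.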
The depositor's hits bear a star; i = inactive; ? = inconclusive; · = no result given; [ ] = another dose, or the depositor's remark. Unless noted, calls come from the whole dose curve; as a rule, active = well fitted curve in the direction sought with a large enough effect; inconclusive = small, poorly fitted or top-dose-only effect, or another doubt; inactive = no such curve, though single readings can be large; an effect the other way counts as inactive or inconclusive.

[1] COc1ccc(OC)c(NC(=O)CCCNC(=O)c2ccc(Cl)cc2)c1
[2] CC(=O)NC(CC(=O)NC1CCCCC1)c1ccccc1 (configuration not stated)
[3] CSc1ccccc1NC(=S)Nc1cccc(C(F)(F)F)c1
[4] CC(=O)N1CCCc2cc(S(=O)(=O)NCc3ccc(N(C)C)cc3)ccc21
[5] Cn1cnc([N+](=O)[O-])c1Sc1ncccc1N
[6] COC(=O)c1ccc2c(=O)n3c(nc2c1)SCC(c1ccccc1)=N3
assay / entry | 1 | 2 | 3 | 4 | 5 | 6
FUS suppressor | -14% | -12% | -2% | 2% | 19% | -17%
pAkt inh | i | i | i | · | i | i
TDP43 rescue | 2% | 6% | ? | 6% | -15% | 19%
aSyn yeast inh | -3% | 0% | 1% | · | -13% | -8%
PTHR1 agonist | i | -49%[inhibitor] | -26% | i | -36%[inhibitor][57.5 µM] | i
Abeta rescue | -12% | 4% | 27% | 3% | -18% | -18%
Mm-Cpn inhibitor | 2% | 1% | 0% | · | 0% | -4%
HEK293 tox | 1% | 1% | 4% | 5% | -13% | 0%
GLP-1R inv ag | 51%[activator] | 3% | -31% | -2% | 5% | 12%

[7] CC(=O)c1c(C)[nH]c(C(=O)CN2CCN(S(=O)(=O)c3ccccc3F)CC2)c1C
[8] CCCCCN(C(=O)CCC(=O)OCC(=O)N(C)C1CCCCC1)c1c(N)n(CCCC)c(=O)[nH]c1=O
[9] Cc1ccc(NC(=O)CSCC(=O)NC2=NCCS2)cc1
[10] O=S(=O)(c1ccccc1)N1CCN(C(=S)NCCCN2CCOCC2)CC1
[11] CCN1C(=O)N(C(C)=O)C2C1N(C(C)=O)C(=O)N2C(C)=O (configuration not stated)
[12] CCCN(C(=O)CSc1ncnc2sccc12)c1c(N)n(Cc2ccccc2)c(=O)[nH]c1=O
assay / entry | 7 | 8 | 9 | 10 | 11 | 12
FUS suppressor | 7% | 30% | · | 18% | -17% | 43%
pAkt inh | i | i | i | i | i | i
TDP43 rescue | 4% | 18% | 8% | -16% | -18% | 23%
aSyn yeast inh | 5% | 1% | 5% | 0% | -3% | 2%
PTHR1 agonist | -17% | -21% | -21% | 7% | -12% | -32%[inhibitor]
Abeta rescue | 14% | 24% | -19% | -4% | -1% | 5%
Mm-Cpn inhibitor | 0% | -2% | 1% | 0% | 2% | -20%
HEK293 tox | -5% | -12% | -20% | 4% | -9% | 5%
GLP-1R inv ag | -19% | 16% | 15% | -8% | -14% | 3%

[13] Cc1ccc(CNC(=O)CN2CCC(C(N)=O)CC2)cc1
[14] O=C(NCc1ccccc1OC(F)(F)F)C1CCC(=O)N(Cc2cccc(F)c2)C1 (configuration not stated)
[15] COc1ccc(/C=N/NC(N)=S)cc1OC(=O)c1ccccc1
[16] Cc1cc(Oc2ccc(Cl)cc2)nc(-c2ccccn2)n1
[17] CC(C)(C)NC(=O)C(=O)NNC(=O)c1cccc(F)c1
[18] CC(C)CN(CC(C)C)S(=O)(=O)N1CCC(C(=O)NCCc2ccc(Cl)cc2)CC1
assay / entry | 13 | 14 | 15 | 16 | 17 | 18
FUS suppressor | -5% | · | ? | 4% | -124%[inhibitor] | 1%
pAkt inh | i | i | i | i | i | i
TDP43 rescue | -6% | 0% | ? | 0% | -19% | -6%
aSyn yeast inh | -5% | 2% | 14% | -12% | 7% | 0%
PTHR1 agonist | -6%[57.5 µM] | i | i | i | ? | -20%[57.5 µM]
Abeta rescue | 2% | -4% | 27% | ? | -13% | 29%
Mm-Cpn inhibitor | -1% | 0% | 4% | 2% | 3% | 2%
HEK293 tox | 15% | 7% | -15% | ? | -3% | -3%
GLP-1R inv ag | 16% | -6% | 11% | ? | 0% | -20%

[19] CCOC(=O)c1sc2nc(C)nc(Nc3ccc(OC)c(OC)c3)c2c1C
[20] CC1Oc2cc3oc4c(O)c5c(cc4c(=O)c3c(O)c2C1(C)C)C=CC(C)(C)O5 (configuration not stated)
[21] O=S1(=O)CC(N2CC=CC2)CN1Cc1ccc(F)cc1 (configuration not stated)
[22] CC(C)(C)NC(=O)C(c1cccc2ccccc12)n1c(=O)c(-c2ccccc2)nc2ccccc21 (configuration not stated)
[23] CCN(Cc1ccccc1)C(=O)c1ccc2c(=O)n3c(nc2c1)CCC3
[24] O=C(Nc1ccc(Br)cc1F)c1ncoc1-c1ccco1
assay / entry | 19 | 20 | 21 | 22 | 23 | 24
FUS suppressor | 27% | 11% | -26% | 45% | · | 16%
pAkt inh | i | i | i | i | i | ·
TDP43 rescue | 13%[9.22 µM] | 17% | ? | 35µM* | 14% | -3%
aSyn yeast inh | -3% | 0% | 7% | -13% | -2% | ·
PTHR1 agonist | -12% | i | -4% | 9% | i | -14%
Abeta rescue | -3% | -3% | -32% | -19% | 2% | -16%
Mm-Cpn inhibitor | -3% | · | · | · | -18% | ·
HEK293 tox | 7%[7.66 µM] | -3% | 5% | 0% | -15% | -2%
GLP-1R inv ag | 8%[7.66 µM] | ? | 16% | -4% | 10% | 6%

[25] CCCCc1nnc(NC(=O)c2oc3ccc(OC)cc3c2C)s1
[26] O=C(Cn1cc(S(=O)(=O)N2CCCC2)c(S(=O)(=O)N2CCCC2)c1)NCc1ccco1
[27] O=C(CCC(=O)N1CCN(c2ccc(F)cc2)CC1)c1ccc(F)cc1
[28] CCCC(=O)c1ccc(N2CCN(S(=O)(=O)c3ccc(C)cc3)CC2)c(F)c1
[29] Cc1cc(=O)oc2cc(OC(C)C(=O)NCCCn3ccnc3)ccc12 (configuration not stated)
[30] C/C(=N\NC(=O)c1cccc(S(=O)(=O)N2CCCC2)c1)c1cccs1
assay / entry | 25 | 26 | 27 | 28 | 29 | 30
FUS suppressor | 23% | -3% | 9% | -7% | -17% | 28%
pAkt inh | i | i | i | i | i | i
TDP43 rescue | 8% | -3% | 10% | -17% | 2% | -7%
aSyn yeast inh | -1% | 1% | 6% | 7% | -4% | 0%
PTHR1 agonist | -24% | -23% | -29% | -11%[57.5 µM] | 16% | i
Abeta rescue | 1% | 7% | -3% | -7% | 1% | -3%
Mm-Cpn inhibitor | 1% | -3% | -3% | -2% | 1% | 0%
HEK293 tox | 0% | -4% | -2% | 9% | 3% | -9%
GLP-1R inv ag | 6% | -5% | ? | -10% | -6% | -16%

[31] COc1ccccc1C(=O)c1ccccc1C(=O)c1ccccc1
[32] COc1ccc(-c2csc(NC(=S)NC(=O)c3ccccc3)n2)cc1Br
[33] CCN(C(=O)COc1cc(OC)ccc1C(C)=O)C1CCS(=O)(=O)C1 (configuration not stated)
[34] Cc1ccc(-c2nc(=S)c3c(n2Cc2ccco2)CCCC3)cc1
[35] Cn1nccc1NC(=O)Nc1cccc(Cl)c1Cl
[36] CC[C@@]1(C(=O)OC)N[C@H](CN(C)C(=O)C2CCCCC2)[C@@H]2C(=O)N(C)C(=O)[C@@H]21
assay / entry | 31 | 32 | 33 | 34 | 35 | 36
FUS suppressor | 36% | -14% | -14% | 3% | 24% | -27%
pAkt inh | i | i | i | i | i | i
TDP43 rescue | 14% | 9% | -14% | 9% | -19% | ?
aSyn yeast inh | 10% | -5% | -1% | 12% | -2% | 0%
PTHR1 agonist | i | i | i | -14%[57.5 µM] | i | -8%
Abeta rescue | 11% | 18% | -5% | -10% | -7% | -3%
Mm-Cpn inhibitor | · | 0% | 1% | -9% | -1% | 2%
HEK293 tox | -2% | -2% | 4% | 1% | 21% | -10%
GLP-1R inv ag | ? | 45%[activator] | 10% | ? | 9% | 21%

[37] Cc1cccc2c1ncc1c(=O)n(-c3ccccc3)[nH]c12
[38] COc1ccc(CCNC(=O)CSc2nc(-c3ccco3)cc(C(F)(F)F)n2)cc1OC
[39] COc1ccc(CN(C)Cc2nc3scc(-c4ccccc4)c3c(=O)[nH]2)cc1OC
[40] CCOC(=O)C1=C[C@@H](C2CCCC2)N(S(=O)(=O)c2ccc([N+](=O)[O-])cc2)[C@H]1c1ccccc1
[41] Cc1ccccc1-n1nnnc1SCC(=O)NNC(=O)c1ccc(NC(=O)CC#N)cc1
[42] CCN(C(=O)c1nn(-c2ccc(OC)c(Cl)c2)c(=O)c2c1c1ccccc1n2C)c1cccc(C(F)(F)F)c1
assay / entry | 37 | 38 | 39 | 40 | 41 | 42
FUS suppressor | -10% | 15% | 11% | 6% | 8% | 5%
pAkt inh | i | i | i | i | i | ·
TDP43 rescue | 3% | -29% | 21% | 6% | -17% | 2%
aSyn yeast inh | 4% | 12% | 5% | 0% | -11% | ·
PTHR1 agonist | i | i | i | -20% | -12% | i
Abeta rescue | 3% | 2% | 23% | 0% | -10% | 0%
Mm-Cpn inhibitor | 0% | 0% | -4% | · | -1% | ·
HEK293 tox | -1% | -2% | ? | 5% | -2% | 6%
GLP-1R inv ag | -3% | 4% | -15% | ? | -1% | 1%

Screening data: PubChem, National Center for Advancing Translational Sciences (NCATS)

Only part of the results is shown. The share of hits here may be higher or lower than overall.
